# MITF inh = human MITF inhibition, primary screen; AlphaScreen MITF homodimerization, bead proximity signal; O75030; 650,000 compounds, 0.91% hits; inhibition, % at 2.6 µM; AID 1259374; in the data active = inhibition above about 50%;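 also: 0% = vehicle wells with protein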
# Target sequence (O75030 whole entry, looked up): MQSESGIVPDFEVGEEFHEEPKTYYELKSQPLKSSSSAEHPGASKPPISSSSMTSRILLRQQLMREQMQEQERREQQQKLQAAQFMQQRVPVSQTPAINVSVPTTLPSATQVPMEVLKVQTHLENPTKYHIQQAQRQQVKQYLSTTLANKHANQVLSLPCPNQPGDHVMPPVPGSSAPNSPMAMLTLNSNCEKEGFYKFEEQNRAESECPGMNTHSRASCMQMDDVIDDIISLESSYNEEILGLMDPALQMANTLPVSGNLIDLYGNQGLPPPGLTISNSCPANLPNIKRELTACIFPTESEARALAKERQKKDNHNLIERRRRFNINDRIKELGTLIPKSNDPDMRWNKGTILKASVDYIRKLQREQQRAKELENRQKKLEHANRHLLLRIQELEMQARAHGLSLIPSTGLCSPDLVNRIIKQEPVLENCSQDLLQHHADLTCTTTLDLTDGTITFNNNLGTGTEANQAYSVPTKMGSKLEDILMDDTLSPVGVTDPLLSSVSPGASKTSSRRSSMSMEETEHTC
# FBW7 act = human FBW7 E3 ligase activation, primary screen | 650,000 compounds, 0.13% hits | AlphaScreen FBW7–phospho-cyclin E peptide binding, activator screen | normalized activity (activation), % at 26.1 µM | Q969H0 | AID 1259310; in the data active = normalized activity above about 1.9%;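 also: purified mutant Fbw7 with reduced substrate affinity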
# TEAD-YAP inh = TEAD-YAP interaction inhibition; HEK-TIYL cells, TEAD-Gal4/YAP UAS-luciferase luminescence; inhibition, % at 9.12 µM; 640,000 compounds, 1.4% hits; in the data active = inhibition above about 32%;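 also: 0% = median of test compound wells and 100% = reference inhibitor wells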
# GPR151 ag = human GPR151 activation | Q8TDV0 | PathHunter beta-arrestin GPR151 cells, luminescence | activation, % at 11.2 µM | 650,000 compounds, 1% hits | AID 1508602; in the data active = activation above about 4.9%;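 also: 0% = median of compound wells and 100% = cells with positive control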
# Target sequence (Q8TDV0 whole entry, looked up): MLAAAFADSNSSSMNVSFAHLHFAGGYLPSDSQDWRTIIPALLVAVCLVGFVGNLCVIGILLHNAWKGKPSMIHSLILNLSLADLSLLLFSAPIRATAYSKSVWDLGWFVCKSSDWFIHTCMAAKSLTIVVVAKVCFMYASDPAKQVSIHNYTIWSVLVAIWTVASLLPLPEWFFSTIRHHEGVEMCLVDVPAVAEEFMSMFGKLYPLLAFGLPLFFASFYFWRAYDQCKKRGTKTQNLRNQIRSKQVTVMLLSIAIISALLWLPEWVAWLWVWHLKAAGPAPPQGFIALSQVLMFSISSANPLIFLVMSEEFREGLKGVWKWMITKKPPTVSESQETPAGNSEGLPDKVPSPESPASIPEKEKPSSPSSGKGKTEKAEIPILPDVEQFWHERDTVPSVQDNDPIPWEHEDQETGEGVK
# * marks the source's active call; other numbers are inactive results; / = not tested or not shown.
SMILES,MITF inh,FBW7 act,TEAD-YAP inh,GPR151 ag
CC1CCCCC1NC(=O)c1cc(S(=O)(=O)N2CCOCC2)cn1C (stereo unspecified),3.0,-0.2,-2.9,0.3
CC1CN(C(=O)Cn2cc(SCC#N)c3ccccc32)CC(C)O1 (stereo unspecified),2.3,-0.1,4.3,1.0
COc1ccc(C2=CC(c3cccc(OC)c3OC)n3ncnc3N2)cc1 (stereo unspecified),0.1,-0.1,-0.8,2.8
Cc1c(/C=N\n2cnnc2)c2ccccc2n1C,15.9,0.0,2.3,0.4
Cn1c(N)c(C(=O)COC(=O)CCOc2ccccc2)c(=O)n(C)c1=O,-2.1,-0.1,4.4,-1.1
CSc1nnc2c(n1)OC1(Nc3ccccc3-2)C(=O)Nc2ccc([N+](=O)[O-])cc21 (stereo unspecified),5.2,0.1,3.8,-0.6
Cn1c(=O)[nH]c(=O)c2c1nc(N1CCNCC1)n2Cc1cccc2ccccc12,14.4,-0.3,-6.0,-1.6
CCC(=O)Nc1cc2c(cc1Br)n(CC)c(=O)n2CC,-0.4,0.0,-3.7,-0.5
O=C(CCCSc1nc2ccccc2[nH]1)NNC(=O)c1ccccc1,-12.4,-0.1,-1.6,0.6
COCCNC(=O)c1sc2nc(C)nc(N3CCCCC3)c2c1C,-13.0,-0.1,8.3,0.7
COC(=O)c1ccc(CSc2ncnc3ccccc23)o1,-6.8,-0.2,-9.1,-0.3
CN1CCN(c2ccc(-c3cccc(C(=O)NCCN4CCOCC4)c3)cc2)CC1,-17.3,0.1,-28.9,-0.8
CCC(=O)Nc1ccc(N2CCN(C(C)=O)CC2)c(Cl)c1,0.7,-0.1,3.9,0.3
CCCCN(c1ccccc1)S(=O)(=O)c1ccc2c(c1)n(C)c(=O)c(=O)n2C,10.8,0.2,-17.0,1.1
CCOC(=O)c1c(C)oc2ccc(OC(=O)c3ccccc3Br)cc12,4.6,0.2,-7.5,0.2
CCCC(=O)Nc1oc2c(C)cccc2c(=O)c1-c1ccccc1,-4.5,-0.1,-0.4,-0.6
CC(=O)Nc1ccc(Nc2nc(-c3cccc(C(C)=O)c3)nc3c2ncn3C2CCCCC2)cc1,12.9,0.0,-16.8,1.1
N#Cc1ccsc1NC(=O)CCN1C(=O)C2CCCCC2C1=O (stereo unspecified),12.5,0.3,4.0,0.3
O=C1CCC(N2CCN(c3ncnc4ccccc34)CC2)CCN1Cc1ccccc1 (stereo unspecified),-5.9,0.1,-24.6,1.2
O=C(NCC1CCC2(CCN(C(=O)/C(F)=C/c3ccccc3)CC2)O1)c1ccccn1 (stereo unspecified),9.5,0.1,13.3,0.6
Cc1c(NC(=O)Cn2c(=O)oc3ccccc32)c(=O)n(-c2ccccc2)n1C,6.0,0.1,-0.3,-1.2
COCCn1c(C)c(C)n2c3c(=O)n(CC(=O)OCc4ccccc4)c(=O)n(C)c3nc12,12.3,0.3,1.7,-0.6
NC(=O)c1ccc(-c2cccc(C(=O)NCCOc3ccccc3)c2)cc1,13.5,0.1,-16.8,0.1
O=C(Nc1ccc(F)c(F)c1)c1ccc(N2CC3CC(C2)c2cccc(=O)n2C3)c(NC(=O)c2ccncc2)c1 (stereo unspecified),11.9,0.1,-9.0,0.4

# A portion taken from the entries so far:
SMILES,MITF inh,FBW7 act,TEAD-YAP inh,GPR151 ag
CCC(=O)Nc1ccc(N2CCN(C(C)=O)CC2)c(Cl)c1,0.7,-0.1,3.9,0.3
CCCCN(c1ccccc1)S(=O)(=O)c1ccc2c(c1)n(C)c(=O)c(=O)n2C,10.8,0.2,-17.0,1.1
CCOC(=O)c1c(C)oc2ccc(OC(=O)c3ccccc3Br)cc12,4.6,0.2,-7.5,0.2
CCCC(=O)Nc1oc2c(C)cccc2c(=O)c1-c1ccccc1,-4.5,-0.1,-0.4,-0.6
CC(=O)Nc1ccc(Nc2nc(-c3cccc(C(C)=O)c3)nc3c2ncn3C2CCCCC2)cc1,12.9,0.0,-16.8,1.1
N#Cc1ccsc1NC(=O)CCN1C(=O)C2CCCCC2C1=O (stereo unspecified),12.5,0.3,4.0,0.3
O=C1CCC(N2CCN(c3ncnc4ccccc34)CC2)CCN1Cc1ccccc1 (stereo unspecified),-5.9,0.1,-24.6,1.2
O=C(NCC1CCC2(CCN(C(=O)/C(F)=C/c3ccccc3)CC2)O1)c1ccccn1 (stereo unspecified),9.5,0.1,13.3,0.6
Cc1c(NC(=O)Cn2c(=O)oc3ccccc32)c(=O)n(-c2ccccc2)n1C,6.0,0.1,-0.3,-1.2
COCCn1c(C)c(C)n2c3c(=O)n(CC(=O)OCc4ccccc4)c(=O)n(C)c3nc12,12.3,0.3,1.7,-0.6
NC(=O)c1ccc(-c2cccc(C(=O)NCCOc3ccccc3)c2)cc1,13.5,0.1,-16.8,0.1
O=C(Nc1ccc(F)c(F)c1)c1ccc(N2CC3CC(C2)c2cccc(=O)n2C3)c(NC(=O)c2ccncc2)c1 (stereo unspecified),11.9,0.1,-9.0,0.4

# Later entries
SMILES,MITF inh,FBW7 act,TEAD-YAP inh,GPR151 ag
CCOC(=O)c1cnc2c(C)cccc2c1Nc1ccc(C(C)=O)cc1,-0.6,0.0,-3.6,-0.2
O=[N+]([O-])c1ccc(-c2nc(NCCCN3CCOCC3)c3ccccc3n2)cc1,-19.3,0.0,6.7,-1.1
COC(=O)c1cc(NC(=O)C2(S(=O)(=O)c3ccc(C)cc3)CC2)cc(C(=O)OC)c1,1.0,0.0,-3.4,1.6
CCCCCCSc1nc2c(c(=O)[nH]c(=O)n2C)n1CC,-6.1,-0.2,4.6,0.8
COc1ccc(OC)c(C2CC(c3ccc(Cl)cc3)=NN2S(C)(=O)=O)c1 (stereo unspecified),-5.4,-0.1,-4.1,0.1
CCN(CC)C(=O)C1CCC(CNS(=O)(=O)c2cccc3nsnc23)CC1 (stereo unspecified),-11.3,-0.2,-7.4,0.1
CCCCCCc1c(C)c2ccc(OCC(N)=O)c(C)c2oc1=O,5.8,-0.1,0.9,-0.1
COc1cccc(C(=O)Nc2cc(-c3nc4ccc(C)cc4o3)ccc2C)c1,7.7,0.0,-3.7,-0.5
CS(=O)(=O)N(CC(=O)Nc1ccccc1Br)Cc1ccccc1,5.1,0.1,1.1,-1.7
COc1ccc(Nc2c(-c3cc(Br)ccc3O)nc3cnccn23)cc1,7.6,-0.3,-15.3,-1.2
CC[n+]1c(/C=C2\Sc3ccccc3N2CCO)ccc2cc(OC)ccc21,3.0,-0.9,69.7*,2.3
N#C/C(=C\c1ccc(Br)c([N+](=O)[O-])c1)c1nn(-c2ccccc2)c(N)c1C#N,6.7,-0.1,7.3,4.9*
Cc1nn(-c2ccccc2)c(C)c1NC(=O)N1CCCC(N2CCOCC2)C1 (stereo unspecified),17.8,0.1,-4.0,-0.4
CCOC(=O)N1CCN(CC(=O)Nc2ccc(C)c(Br)c2)CC1,-16.3,0.0,1.1,0.3
Cc1cccc(NC(=O)CC(C)(C)C)c1,-2.3,0.1,-3.2,-0.3
Cc1cc(C)c(C)c(OCCCCN2CCOCC2)c1,-8.5,-0.1,-5.2,3.3
CC(=O)Nc1ccc(C(=O)CSc2nnnn2-c2ccc(NC(C)=O)cc2)cc1,1.7,1.1,-7.2,-0.3
CNC(=O)c1ccc(-c2ccc3[nH]ccc3c2)nc1NCCOC,1.9,-0.1,5.7,-0.4
COc1cc(NC(=O)c2cnn(-c3ccccc3)c2C2CCNCC2)cc(OC)c1OC,-9.6,-0.2,-6.5,-0.5
Cc1noc(-c2ccccc2)c1NC(=O)Nc1cc(C2CC2)nn1C,-5.5,-0.3,6.1,-0.9
CCOc1cc(/C=C2\C(=O)NC(=O)N(c3ccc(C)cc3C)C2=O)cc([N+](=O)[O-])c1O,3.8,-0.3,8.7,0.1
CC1=NN(c2cccc(Cl)c2)C(=O)/C1=C\Nc1ccc(-c2ccc(N/C=C3\C(=O)N(c4cccc(Cl)c4)N=C3C)cc2)cc1,3.7,0.0,-0.8,3.5
CCOCCCNC(=S)N(Cc1cc2cc(C)ccc2n2nnnc12)C1CCCC1,28.8,0.3,-0.8,-0.5
COc1ccc(/C=N/NC(=O)CNS(=O)(=O)c2ccc3c(c2)OCCO3)cc1OC,0.8,0.0,-0.7,0.8
Clc1cccc(Nc2nnc(-c3ccccc3)c3ccccc23)c1,9.6,0.5,/,0.2
CCN(CC)S(=O)(=O)c1cccc(C(=O)OCC(=O)c2cccs2)c1,6.0,-0.1,0.4,-1.4
CCN1C(=O)C2C(c3ccc(OC)cc3)NC(CC)(C(=O)OC)C2C1=O (stereo unspecified),-15.0,0.0,4.6,0.3
COc1cccc(CN2CCN(Cc3ccco3)[C@@H](C)C2)c1,2.8,-0.1,2.3,-1.2
O=C1N[C@@H](Cc2c[nH]c3ccccc23)C(=O)N2C[C@@H](NCc3cccs3)C[C@@H]12,2.9,-0.1,-7.2,-0.7
CCC(=O)NCCNc1nc2cc3c(cc2cc1C#N)OCO3,-6.5,0.1,-11.2,0.2
Cc1c(C(=O)N2CCOCC2)oc2c1-c1nn(CC(=O)NC3CCC(C)CC3)cc1CC2 (stereo unspecified),17.1,0.7,-1.9,-0.2
O=C(CCC(=O)OCC(=O)NC1CCCC1)Nc1nccs1,11.5,0.3,2.5,-1.1
CCc1nn(CC(=O)NCCCN2CCCCC2CC)c(=O)c2cc3sc(C)cc3n12 (stereo unspecified),-0.2,-0.1,-0.9,-0.3
N#C/C(=C\c1ccc(Cl)cc1Cl)c1nc(-c2ccc([N+](=O)[O-])cc2)cs1,31.9,-0.1,-7.4,0.5
Cc1cc2c(cc1S(=O)(=O)NC1CCCCC1)OCC(=O)N2,3.1,0.4,-7.8,0.4
CCOc1ccccc1N1C(=O)C2CC(C)=C(C)CC2C1=O (stereo unspecified),-5.5,0.1,-5.3,-0.3
O=C(OC(C(=O)NCc1ccc2c(c1)OCO2)c1ccccc1F)c1ccco1 (stereo unspecified),22.4,0.2,-8.8,-1.2
O=C(CSC1=NCCS1)n1c2c(c3ccccc31)CCCC2,5.9,0.0,8.1,0.1
CN1CCN(C(=O)c2ccc(-c3cc4ccccc4o3)nc2NCc2cccnc2)CC1,-11.3,0.3,-0.2,0.1
O=C(CN1CCC(NC(=O)Nc2ccccc2)CC1)Nc1ccc([N+](=O)[O-])cc1,14.2,0.1,6.0,0.5
CCOC(=O)C(CC(C)C)N1C(=O)c2cc(Cl)c(Cl)cc2C1=O (stereo unspecified),3.6,-0.1,6.7,2.9
COc1ccc2c(c1)OC(C)CN(CCC(=O)NCc1cnn(C)c1)C2 (stereo unspecified),-4.5,-0.1,-1.4,-1.1
Cc1cc(Cl)ccc1NC(=O)C(=O)NCc1ccco1,0.7,0.0,-17.2,2.5
Cc1ccc2c(c1)N(Cc1csc(C)n1)C(=O)C(C)O2 (stereo unspecified),8.7,0.6,5.3,-0.5
CCOc1ccc(C(=O)N2CCN(c3ccc(N4CCOCC4)nn3)CC2)o1,-0.9,0.0,-7.8,-0.7
CC1=C(C(=O)Nc2ccc(Cl)cc2)C(c2ccc(O)cc2)NC(=S)N1 (stereo unspecified),5.1,0.2,16.5,-0.5
Cc1ccc2c(c1)C(=O)CC1(CCN(S(C)(=O)=O)CC1)O2,-7.5,-0.1,0.0,-0.4
Cc1cccc(OCC(=O)O/N=C(\N)Cc2ccc(Cl)cc2)c1,0.7,0.3,1.1,2.0
O=C(CC1=CCCCC1)N1CCOc2ccc(CN3CCN(c4ncccn4)CC3)cc2C1,-6.9,-0.3,10.4,-1.4
CCOc1cc(/C=N/NC(=O)COc2ccccc2C#N)ccc1OC(=O)c1ccco1,0.3,-0.1,-1.4,-0.8
Cc1ccc(N/C(N)=N/c2nc(C)cc(C)n2)c(C)c1,0.2,-0.2,12.1,0.0
COc1ccccc1CNC(=O)c1ccc(N2CC3CC(C2)c2cccc(=O)n2C3)c(NC(=O)c2ccncc2)c1 (stereo unspecified),-4.7,-0.1,3.0,1.2
Cc1cc(/C=C2/SC(=O)N(C)C2=O)c(C)n1-c1ccncc1,21.8,-0.1,-50.7,1.3
Cc1noc(C)c1C(=O)OCC(=O)/C=C1\N(C)c2ccccc2C1(C)C,-24.9,0.0,6.1,0.0
Cc1cc(C(=O)COC(=O)c2cccc(NS(C)(=O)=O)c2)c(C)n1CC1CCCO1 (stereo unspecified),4.2,-0.2,57.8*,1.9
CCC[C@@H]1NC(=O)[C@H]2CN(Cc3cccc(C)c3)CCN2C1=O,-7.3,-0.2,10.1,0.1
CCN(Cc1ccccc1)C(=O)CCc1nnc(CCc2ccccc2OC)o1,-4.9,0.0,-18.3,-0.7
Cc1nc(Nc2ccc3c(c2)OCO3)c2cc(C)sc2n1,8.6,-0.1,0.9,1.7
O=C(Cc1cn(-c2ccc(N3CCCC3CO)nn2)c2ccccc12)NCc1nc2ccccc2[nH]1 (stereo unspecified),-1.9,-0.2,-4.8,-2.5
C/C(=N\NC(=O)COc1ccc2ccccc2c1Br)c1cccc(N)c1,3.8,0.8,7.3,0.5

# The listing continues:
SMILES,MITF inh,FBW7 act,TEAD-YAP inh,GPR151 ag
CC(C(=O)C12CC3CC(CC(C3)C1)C2)N(C)C (stereo unspecified),9.7,-0.1,1.0,2.3
COc1cccc(-n2nc(C(=O)Nc3ccc(C(C)C)cc3)c3ccccc3c2=O)c1,22.9,0.0,-8.4,0.9
CC(C(=O)Nc1ccc(Cl)cc1)N1c2cccc3cccc(c23)S1(=O)=O (stereo unspecified),-17.3,0.1,9.0,-0.9
CN(Cc1ccccc1)C(=O)c1cnn2c1NC(c1cccs1)CC2C(F)(F)F (stereo unspecified),-0.1,0.3,-16.8,-0.5
CCOC(=O)c1cc2c(n(-c3ccccc3)c1=O)CCCC2=O,0.6,0.0,-3.8,0.8
COc1cc2ccccc2cc1C(=O)Nc1ccccc1[N+](=O)[O-],-16.9,-0.1,-31.8,1.4

# Screens deposited in PubChem BioAssay by The Scripps Research Institute Molecular Screening Center.
